High-throughput results (PubChem)
SR-BI DiI inh: blocks mouse SR-BI lipid uptake from DiI-HDL; ldlA[mSR-BI] CHO cells, DiI-HDL uptake fluorescence, 3 h; inhibition, % at 12.5 µM; 0.96% of 320,000 active;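 active = mean replicate inhibition of at least 70% and a set share of replicates each scoring 70 or more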;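 note: 0% = median of neutral control wells and 100% = median of positive control wells; values of inactives mirror those of a sister screen read the other way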
Target sequence (Q61009 whole entry, looked up): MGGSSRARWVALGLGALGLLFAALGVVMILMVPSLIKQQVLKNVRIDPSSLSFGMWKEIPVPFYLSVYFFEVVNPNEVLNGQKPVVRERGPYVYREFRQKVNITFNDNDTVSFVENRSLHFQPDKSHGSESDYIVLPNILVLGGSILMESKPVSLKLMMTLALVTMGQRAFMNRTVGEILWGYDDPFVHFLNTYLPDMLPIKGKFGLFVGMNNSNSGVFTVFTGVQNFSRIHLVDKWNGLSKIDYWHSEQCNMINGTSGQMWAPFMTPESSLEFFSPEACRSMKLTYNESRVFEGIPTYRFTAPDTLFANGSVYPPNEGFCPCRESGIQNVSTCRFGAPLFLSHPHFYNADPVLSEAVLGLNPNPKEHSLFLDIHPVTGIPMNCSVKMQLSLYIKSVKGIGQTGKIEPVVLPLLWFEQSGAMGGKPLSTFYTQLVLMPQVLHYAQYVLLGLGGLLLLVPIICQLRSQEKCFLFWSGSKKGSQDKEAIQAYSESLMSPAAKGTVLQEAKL
Mot1-301 SUMO: inhibitors of SUMOylation pathway: yeast Mot1-301 growth rescue | S. cerevisiae Mot1-301 growth rescue, ATP luminescence, 38.5C; percent above DMSO median, 100 means doubled | growth rescue, % at 18.8 µM | 1% of 320,000 active | AID 2716;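 active = every valid replicate shows activation above 250% relative to neutral control wells; inactive = the rest, any valid replicate at or below 250%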;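 note: OY570 slx delta 5 strain wells were the positive control but not used for scaling; some compounds called inactive have numbers as strong as hits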
PKA-R1A act: activates the PKA-R1A holoenzyme complex. P00514+P68181. PKA-R1A dissociation, Cy5-IP20 fluorescence polarization; scaled: DMSO 0%, 113 µM cGMP 100%. 0.083% of 340,000 active. AID 504707. activation, % at 11.4 µM;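 active = percent activation above the mean of all tested compounds plus 3 SD, cut at about 19% in these data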;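 note: higher means more PKAc released from R1A so a rise in polarization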
dFosB activator: mouse delta FosB homodimer activation; AID 493131; purified delta FosB, TAMRA-CDK5 oligo fluorescence polarization; percent of positive-control signal above neutral wells; activation, % at 25 µM; 0.99% of 340,000 active; P13346;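 active = mean activation above about 17%, with every replicate also reaching it, limit read from the data, passing the limit was not always enough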;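 note: fluorescence polarization rise as delta FosB binds a TAMRA Cdk5 AP-1 oligo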
Target sequence (P13346 whole entry, looked up): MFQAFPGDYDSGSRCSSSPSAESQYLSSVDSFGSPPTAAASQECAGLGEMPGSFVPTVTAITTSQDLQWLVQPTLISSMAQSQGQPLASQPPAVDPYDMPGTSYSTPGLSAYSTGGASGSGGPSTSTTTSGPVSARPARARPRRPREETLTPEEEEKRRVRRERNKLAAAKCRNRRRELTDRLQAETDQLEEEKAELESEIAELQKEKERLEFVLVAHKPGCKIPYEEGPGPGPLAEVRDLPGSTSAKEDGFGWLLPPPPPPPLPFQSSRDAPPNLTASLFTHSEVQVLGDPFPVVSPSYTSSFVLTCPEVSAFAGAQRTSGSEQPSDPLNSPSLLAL
SR-BI uptake up: SR-BI HDL lipid transfer activation | CHO ldlA[mSR-BI] cells, DiI-HDL uptake fluorescence, 3 h; 100 = double the neutral-control signal | activation, % at 12.5 µM | 0.096% of 320,000 active | AID 504775;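 active = mean replicate activation of at least 60% and every replicate at or above 60%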;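 note: 0% = median plate neutral-control signal and 100% = twice that signal; values of inactives mirror those of a sister screen read the other way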
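Material: SR-BI-overexpressing, LDLR-lacking CHO cells | Dosing: Single compound concentration, delivered by pin transfer | Probe or stimulus: Labelled HDL, 10 µg/mL | Signal: Bottom-read cell fluorescence after medium removal, ex 550/em 595 nm | Schedule: 3 h, 37 °C | Evaluation: HDL uptake via cellular fluorescence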
CDK5 p35 inh: CDK5/p35 (human) kinase inhibition | Recombinant CDK5/p35, ADP-Glo luminescence, 60 min | inhibition, % at 10 µM | 0.01% of 330,000 active;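 active = highest replicate inhibition of at least 50% and at least 75% of replicates reaching 50%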;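 note: plate controls were DMSO neutral control for no effect and GW8510 at 10 µM for full effect; many of its hits are not listed in these tables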
MITF TRPM1 HTS: increases MITF-driven TRPM1 promoter luciferase signal; 0.75% of 300,000 active; activation, % at 12.5 µM; SK-MEL-5 TRPM1-promoter luciferase, 24 h; % of positive control, neutral wells = 0; AID 588334;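 active = mean activation of at least 80% with every replicate also reaching 80%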;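 note: 0% = neutral control wells and 100% = parthenolide positive control wells; values of inactives mirror those of a sister screen read the other way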
PKA-R2B act: PKA-R2B complex activation; P22694+P31323; PKA-R2B holoenzyme dissociation, Cy5-IP20 fluorescence polarization; R2B truncated from residue 108, S112A mutant; 0% DMSO only, 100% 113 µM cGMP; activation, % at 11.4 µM; 0.079% of 340,000 active; AID 504700;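 active = activation above a cutoff set at the mean over all compounds plus 3 SD, cut at about 18% in these data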;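 note: higher means more holoenzyme dissociation and a rise in polarization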
NSD2 inh: NSD2 (human) methyltransferase inhibition | NSD2 peptide methylation, AlphaScreen, 120 min | O96028 | inhibition, % at 12.5 µM | 0.54% of 310,000 active; in the data active = inhibition above about 50%
DSG3 Ab inh: blocks pemphigus antibody binding to human desmoglein-3; P32926; binding (percent of control), % at 10 µM; AID 588358; DSG3-coupled beads, scFv-anti-DSG3-GFP binding, flow cytometry; stronger effect = lower value; 0.48% of 310,000 active;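 active = binding more than 3 SD below its plate's average and above zero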;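 note: hits lower antibody fragment binding to DSG3; some compounds called inactive have numbers as strong as hits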
Arr AP2 block: inhibitors of human beta-arrestin and AP2 interaction | 0.31% of 340,000 active | FITC-arrestin peptide / GST-AP2 beads, flow cytometry; AP2 beta2 appendage carries R879A mutation | inhibition, % at 10 µM | AID 504490;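 active = inhibition above a set limit, near 3 SD of compounds lacking own fluorescence, cut at about 54% in these data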;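 note: plate controls were DMSO wells for no effect and 5 µM unlabelled arrestin peptide for full effect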
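Material – GST-tagged AP2 beta2-adaptin appendage (R879A) on 4 µm glutathione beads · Probe or stimulus – fluorescein-tagged arrestin peptide at 50 nM final · Timing – 12 min plus 1 h, RT · Detection – bead flow cytometry, FITC channel · Read-out basis – inhibition as reduced fluorescein signal on beads, percent · Medium – PBS plus Tween 20 (0.05%) and BSA (0.1%)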
* hit, by the source's call.

What do the screens show for `COc1ccc(CCNC(=O)CN2CCC(C(N)=O)CC2)cc1`?
SR-BI DiI inh: 2.0; Mot1-301 SUMO: 10.4; PKA-R1A act: -7.4; dFosB activator: 8.0; SR-BI uptake up: -2.0; CDK5 p35 inh: 1.4; PKA-R2B act: -4.7; NSD2 inh: -3.6; DSG3 Ab inh: 97.5; Arr AP2 block: 8.0

What do the screens show for `COc1ccc(NC(=O)c2cc(-c3cccnc3)nc3ccc(C)cc23)cc1OC`?
SR-BI DiI inh: 64.0; PKA-R1A act: 5.6; dFosB activator: 7.5; SR-BI uptake up: -64.0; CDK5 p35 inh: -0.9; MITF TRPM1 HTS: -9.2; PKA-R2B act: -4.2; NSD2 inh: 12.3; DSG3 Ab inh: 101.0; Arr AP2 block: 10.1

How did Cc1ccc(NC(=O)CSc2nnc3ccc(-c4cccnc4)nn23)cc1 do in these assays?
SR-BI DiI inh: -6.9; Mot1-301 SUMO: -8.6; PKA-R1A act: 0.1; dFosB activator: -14.6; SR-BI uptake up: 6.9; CDK5 p35 inh: 0.1; MITF TRPM1 HTS: -3.9; PKA-R2B act: -0.1; NSD2 inh: 0.2; DSG3 Ab inh: 104.0; Arr AP2 block: -9.9

How did CCC(Sc1nc2ccccc2s1)C(=O)Nc1cc(C)on1 (centres undefined) do in these assays?
SR-BI DiI inh: 14.3; Mot1-301 SUMO: 222.6; PKA-R1A act: 3.0; dFosB activator: -13.3; SR-BI uptake up: -14.3; CDK5 p35 inh: -0.8; MITF TRPM1 HTS: 1.2; PKA-R2B act: 5.4; NSD2 inh: -1.0; DSG3 Ab inh: 96.5; Arr AP2 block: -2.4

Results for CCCCNC(=O)CCCCCn1c(=O)[nH]c2cc(OC)c(OC)cc2c1=O ?
SR-BI DiI inh: -4.6; Mot1-301 SUMO: -12.5; PKA-R1A act: 10.8; dFosB activator: 7.1; SR-BI uptake up: 4.6; CDK5 p35 inh: -1.7; MITF TRPM1 HTS: -6.3; PKA-R2B act: 1.4; NSD2 inh: 1.8; DSG3 Ab inh: 105.0; Arr AP2 block: -4.3

What do the screens show for `CCOc1ccccc1CN1CCC(CO)(CCOc2ccccc2)CC1`?
SR-BI DiI inh: 9.1; Mot1-301 SUMO: -1.4; PKA-R1A act: 0.0; dFosB activator: -1.2; SR-BI uptake up: -9.1; CDK5 p35 inh: 0.1; MITF TRPM1 HTS: 4.7; PKA-R2B act: -1.9; NSD2 inh: -1.2; DSG3 Ab inh: 163.7; Arr AP2 block: -9.7

What do the screens show for `Cc1ccc(C)c(NC(=O)Cn2nnc(-c3ccc(N4CCOCC4)cc3)n2)c1`?
SR-BI DiI inh: -9.0; PKA-R1A act: -24.8; dFosB activator: 0.8; SR-BI uptake up: 9.0; CDK5 p35 inh: -7.6; MITF TRPM1 HTS: 16.3; PKA-R2B act: -3.9; NSD2 inh: -2.6; DSG3 Ab inh: 99.4; Arr AP2 block: -32.8

What do the screens show for `CC(C)(C)OC(=O)N1CCC(C(=O)Nc2ccc(C(=O)NCCc3ccccc3)cc2)CC1`?
SR-BI DiI inh: 48.5; PKA-R1A act: -9.6; dFosB activator: -15.7; SR-BI uptake up: -48.5; CDK5 p35 inh: 0.2; MITF TRPM1 HTS: -2.2; PKA-R2B act: 9.2; DSG3 Ab inh: 108.1; Arr AP2 block: -2.1

How did CCOc1ccc(C(C)=O)cc1CSC(=N)N do in these assays?
SR-BI DiI inh: -22.4; Mot1-301 SUMO: -6.7; PKA-R1A act: -8.9; dFosB activator: -4.6; SR-BI uptake up: 22.4; CDK5 p35 inh: 0.2; MITF TRPM1 HTS: 7.3; PKA-R2B act: 2.0; NSD2 inh: 5.5; DSG3 Ab inh: 99.3; Arr AP2 block: 11.9

Results for O=C(C[N+]12CC[N+](CC(=O)c3ccc(F)cc3)(CC1)CC2)c1ccc(F)cc1 ?
SR-BI DiI inh: -7.5; Mot1-301 SUMO: 138.8; PKA-R1A act: -3.0; dFosB activator: -3.3; SR-BI uptake up: 7.5; CDK5 p35 inh: -0.7; MITF TRPM1 HTS: -4.8; PKA-R2B act: 6.2; NSD2 inh: 0.2; DSG3 Ab inh: 102.3; Arr AP2 block: 35.9

How did O=C(CSc1cn(CC(=O)N2CCOCC2)c2ccccc12)N1CCOCC1 do in these assays?
SR-BI DiI inh: -8.8; Mot1-301 SUMO: -2.6; PKA-R1A act: 3.4; dFosB activator: 0.0; SR-BI uptake up: 8.8; CDK5 p35 inh: -0.6; MITF TRPM1 HTS: -8.0; PKA-R2B act: -6.5; NSD2 inh: 1.4; DSG3 Ab inh: 104.9; Arr AP2 block: 3.5

What do the screens show for `CC(C)C(=O)Nc1ccc(NC(=O)c2cccc(F)c2)cn1`?
SR-BI DiI inh: -2.9; Mot1-301 SUMO: -4.1; PKA-R1A act: -1.2; dFosB activator: -3.0; SR-BI uptake up: 2.9; CDK5 p35 inh: -3.0; MITF TRPM1 HTS: 71.6; PKA-R2B act: -10.2; NSD2 inh: -3.2; Arr AP2 block: 2.8

Results for COCC(=O)Nc1cc(OC)c(Cl)cc1OC ?
SR-BI DiI inh: 12.2; Mot1-301 SUMO: 81.8; PKA-R1A act: -5.3; dFosB activator: 5.6; SR-BI uptake up: -12.2; CDK5 p35 inh: -1.0; MITF TRPM1 HTS: -2.4; PKA-R2B act: 8.8; NSD2 inh: 3.9; DSG3 Ab inh: 95.0; Arr AP2 block: 2.8

Results for CC(=O)Oc1cccc(C(=O)Nc2c[nH]c(=O)[nH]c2=O)c1 ?
SR-BI DiI inh: -21.2; Mot1-301 SUMO: -11.6; dFosB activator: 2.4; SR-BI uptake up: 21.2; CDK5 p35 inh: 0.3; MITF TRPM1 HTS: 4.7; NSD2 inh: 1.5; DSG3 Ab inh: 100.2; Arr AP2 block: 12.8

Results for CCOCCc1c(O)nc(SCC(=O)NCc2ccco2)[nH]c1=O ?
SR-BI DiI inh: -8.8; Mot1-301 SUMO: 15.0; PKA-R1A act: -0.7; dFosB activator: 5.4; SR-BI uptake up: 8.8; CDK5 p35 inh: -1.8; MITF TRPM1 HTS: -14.1; PKA-R2B act: 6.5; NSD2 inh: -1.3; DSG3 Ab inh: 99.4; Arr AP2 block: 41.6

How did COc1ccc(C(C(=O)NC2CCCC2)N(CCCO)C(=O)Cn2nnc(-c3ccc(C)o3)n2)cc1 (centres undefined) do in these assays?
SR-BI DiI inh: -0.8; Mot1-301 SUMO: 159.2; PKA-R1A act: 3.9; dFosB activator: -13.3; SR-BI uptake up: 0.8; CDK5 p35 inh: 3.3; MITF TRPM1 HTS: -3.4; PKA-R2B act: -5.6; NSD2 inh: -2.0; Arr AP2 block: -6.0

Results for O=S1(=O)CCC(NC(=S)Nc2ccc(Cl)cc2)C1 (centres undefined) ?
SR-BI DiI inh: 5.8; Mot1-301 SUMO: -7.9; PKA-R1A act: -11.4; dFosB activator: -3.4; SR-BI uptake up: -5.8; CDK5 p35 inh: 0.5; MITF TRPM1 HTS: 1.8; PKA-R2B act: -4.9; NSD2 inh: -0.6; Arr AP2 block: 5.0

Results for N#CCC1c2ccccc2CCN1C(=O)Nc1ccc(C(F)(F)F)cc1 (centres undefined) ?
SR-BI DiI inh: 2.7; Mot1-301 SUMO: 3.6; PKA-R1A act: -18.8; dFosB activator: -8.5; SR-BI uptake up: -2.7; CDK5 p35 inh: -1.3; MITF TRPM1 HTS: -2.9; PKA-R2B act: -4.4; NSD2 inh: 16.2; DSG3 Ab inh: 93.0; Arr AP2 block: 31.8

How did O=C(CN1C(=O)c2ccccc2S1(=O)=O)NCCSCc1c(F)cccc1Cl do in these assays?
SR-BI DiI inh: -16.4; Mot1-301 SUMO: 0.6; PKA-R1A act: 1.3; dFosB activator: -2.1; SR-BI uptake up: 16.4; CDK5 p35 inh: -3.6; MITF TRPM1 HTS: -9.9; PKA-R2B act: -3.7; NSD2 inh: -8.0; Arr AP2 block: 3.5

What do the screens show for `CCCc1cc(=O)oc2c(C)c(OCC(=O)N3CCC[C@@H]3C(=O)O)ccc12`?
SR-BI DiI inh: -21.9; Mot1-301 SUMO: 18.0; PKA-R1A act: 5.3; dFosB activator: -5.7; SR-BI uptake up: 21.9; CDK5 p35 inh: 1.5; MITF TRPM1 HTS: 5.5; PKA-R2B act: -6.2; DSG3 Ab inh: 107.1; Arr AP2 block: -7.3

What do the screens show for `CC(=O)c1ccc(NC(=O)CSc2nc(=O)n3cccc(C)c3n2)cc1`?
SR-BI DiI inh: 8.3; Mot1-301 SUMO: -13.3; PKA-R1A act: -7.4; dFosB activator: -11.2; SR-BI uptake up: -8.3; CDK5 p35 inh: 1.0; MITF TRPM1 HTS: 8.3; PKA-R2B act: 0.4; NSD2 inh: -2.7; DSG3 Ab inh: 102.3; Arr AP2 block: -1.0

How did O=C(CSc1nc2ccccc2[nH]1)NCCc1ccc(Cl)cc1 do in these assays?
SR-BI DiI inh: 3.1; Mot1-301 SUMO: -23.1; PKA-R1A act: -20.4; dFosB activator: -8.3; SR-BI uptake up: -3.1; CDK5 p35 inh: -7.7; MITF TRPM1 HTS: -3.4; PKA-R2B act: -8.8; NSD2 inh: -1.3; DSG3 Ab inh: 105.0; Arr AP2 block: -8.9

Results for CCCN1CCc2nc(SCC(=O)Nc3ccc(C)c(Cl)c3)[nH]c(=O)c2C1 ?
SR-BI DiI inh: -21.4; Mot1-301 SUMO: 1.7; PKA-R1A act: -14.8; dFosB activator: 1.3; SR-BI uptake up: 21.4; CDK5 p35 inh: 0.6; PKA-R2B act: 0.2; DSG3 Ab inh: 99.2; Arr AP2 block: 0.1

2 records drawn at random from the list so far, as already listed:
Results for N#CCC1c2ccccc2CCN1C(=O)Nc1ccc(C(F)(F)F)cc1 (centres undefined) ?
SR-BI DiI inh: 2.7; Mot1-301 SUMO: 3.6; PKA-R1A act: -18.8; dFosB activator: -8.5; SR-BI uptake up: -2.7; CDK5 p35 inh: -1.3; MITF TRPM1 HTS: -2.9; PKA-R2B act: -4.4; NSD2 inh: 16.2; DSG3 Ab inh: 93.0; Arr AP2 block: 31.8

Results for CCOCCc1c(O)nc(SCC(=O)NCc2ccco2)[nH]c1=O ?
SR-BI DiI inh: -8.8; Mot1-301 SUMO: 15.0; PKA-R1A act: -0.7; dFosB activator: 5.4; SR-BI uptake up: 8.8; CDK5 p35 inh: -1.8; MITF TRPM1 HTS: -14.1; PKA-R2B act: 6.5; NSD2 inh: -1.3; DSG3 Ab inh: 99.4; Arr AP2 block: 41.6
